# CHT block = human CHT choline transport inhibition; Q9GZV3; CHT-expressing cells, membrane potential dye, choline response; stronger effect = lower value; B-score at 10 µM; 0.86% of 310,000 active; AID 488975;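 active = B-score over 3 SD under the library average, and starting fluorescence ratio not unusually high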;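 note: choline stimulus applied at its EC90 after an EC20 pre-addition; B-score computed on integrated fluorescence ratio after choline addition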
# KCNQ2 inh = KCNQ2 channel blockers in CHO-K1 cells – cell-based, FluxOR thallium flux, B-score, primary screen (AID 2156); 1.1% of 310,000 active; B-score at 10 µM; 20 min; stronger effect = lower value;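 active = fluorescence ratio B-score at most minus 3 library SDs, with starting brightness B-score within 2 library SDs, cut at about -5.5 in these data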
# Target sequence (O88943 whole entry, looked up): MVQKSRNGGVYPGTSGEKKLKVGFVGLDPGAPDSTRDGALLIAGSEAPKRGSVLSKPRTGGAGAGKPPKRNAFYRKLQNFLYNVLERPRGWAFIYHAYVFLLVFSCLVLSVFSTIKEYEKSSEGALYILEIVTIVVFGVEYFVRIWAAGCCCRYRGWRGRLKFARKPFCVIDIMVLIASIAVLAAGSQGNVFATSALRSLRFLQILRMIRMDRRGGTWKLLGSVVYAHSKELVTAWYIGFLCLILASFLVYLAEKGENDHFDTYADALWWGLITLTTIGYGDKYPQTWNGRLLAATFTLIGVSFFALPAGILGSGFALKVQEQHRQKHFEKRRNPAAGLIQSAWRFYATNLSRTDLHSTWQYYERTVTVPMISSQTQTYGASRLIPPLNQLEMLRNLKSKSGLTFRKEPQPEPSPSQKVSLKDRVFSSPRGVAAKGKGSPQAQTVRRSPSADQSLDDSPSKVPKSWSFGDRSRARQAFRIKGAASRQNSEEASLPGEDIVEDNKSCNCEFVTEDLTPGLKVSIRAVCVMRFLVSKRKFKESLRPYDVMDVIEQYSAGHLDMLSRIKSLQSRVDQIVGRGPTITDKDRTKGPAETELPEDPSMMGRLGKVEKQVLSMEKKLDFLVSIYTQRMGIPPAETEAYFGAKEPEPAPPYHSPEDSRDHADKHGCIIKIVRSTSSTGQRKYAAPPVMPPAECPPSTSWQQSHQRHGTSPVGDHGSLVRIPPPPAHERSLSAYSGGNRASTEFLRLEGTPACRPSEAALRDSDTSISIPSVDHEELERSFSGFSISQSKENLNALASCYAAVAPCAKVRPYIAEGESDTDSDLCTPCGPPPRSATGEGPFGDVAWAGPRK
# Active calls of the source: *; i = inactive; . = no result given.
SMILES,CHT block,KCNQ2 inh
COc1ccc(NC(=O)Cc2csc(NC(=O)Nc3ccccc3OC)n2)c(OC)c1,i,i
CN(C)c1ccc(/C=C2\CCC/C(=C\c3ccccc3)C2=O)cc1,i,i
CC(C)CC1COC(=O)N1 (stereo unspecified),i,i
Cc1ccc(S(=O)(=O)Nc2nc(C)cc(NN)n2)cc1,i,i
COc1ccc(N2CCN(c3oc(COc4ccc(Cl)cc4Cl)nc3C#N)CC2)cc1,i,i
CC(C)C[C@H](NC(=O)c1[nH]cnc1C(=O)N[C@@H](Cc1ccccc1)C(=O)OC(C)(C)C)C(=O)OC(C)(C)C,i,i
Cc1ccc(SCC(=O)NCCc2ccccc2)cc1,i,i
O=C(CNCc1ccccn1)N1CCc2ccccc2C1,i,i
Cc1cccc2c1N(CCOc1ccccc1Cl)C(=O)C2=O,i,i
COc1cc(NC(=O)C/C(C)=N/NC(=O)C(OC)c2ccccc2)c(OC)cc1Cl (stereo unspecified),i,i
COc1cc(NS(C)(=O)=O)c(OC)cc1NC(=O)c1ccccc1,i,i
Brc1cccc(-c2nnc3sc(CNC4CCCC4)cn23)c1,i,i

# Brought forward from above: two compounds, then new ones.
SMILES,CHT block,KCNQ2 inh
COc1cc(NS(C)(=O)=O)c(OC)cc1NC(=O)c1ccccc1,i,i
Brc1cccc(-c2nnc3sc(CNC4CCCC4)cn23)c1,i,i
COc1ccc(-n2c(Cc3cccn3C)nnc2SCC(=O)Nc2ccc(C)cc2)cc1,i,i
COC(=O)C1=C(N)Oc2cc(C)n(CC3CCCO3)c(=O)c2C1c1ccc(Cl)c(Cl)c1 (stereo unspecified),i,i
COc1ccc(OC)c(C(=O)Cn2c3[n+](c4ccc(C(F)(F)F)cc42)CCCCC3)c1,i,i
COc1cc(C(CC(=O)Nc2cc(C)ccn2)N2Cc3ccccc3C2=O)cc(OC)c1OC (stereo unspecified),i,i
CN(C1(C)CCS(=O)(=O)C1)S(=O)(=O)c1ccc2ccccc2c1 (stereo unspecified),i,i
O=C(COc1coc(CN2CCc3ccccc3C2)cc1=O)Nc1cccc(Cl)c1,i,i
CCN1C(=O)[C@H]2[C@@H](c3ccc(C)cc3)N3C(=O)N(c4ccc(C(F)(F)F)cc4)C(=O)[C@@]3(CC(C)C)[C@H]2C1=O,i,i
O=C(C1CCCCCC1)N1CC[C@@H](N2CCC(O)CC2)[C@H](O)C1,i,i
CC12C(=O)N(Cc3ccccc3)C(=O)C1C1C=CC2C1 (stereo unspecified),i,i
Cc1cc(NC(=O)c2ccccc2)c(Cl)cc1N,.,i
O=C(Nc1cccc(S(=O)(=O)N2CCOCC2)c1)c1cnccn1,i,i
COc1cc(C2/C(=C(\O)c3ccc4c(c3)OCCO4)C(=O)C(=O)N2Cc2ccco2)cc(OC)c1OC (stereo unspecified),i,i

# Shown with two lines to a compound: four of the compounds above.
# Each structure is followed by: CHT block | KCNQ2 inh
> COc1cc(NS(C)(=O)=O)c(OC)cc1NC(=O)c1ccccc1
 : i | i
> CC(C)C[C@H](NC(=O)c1[nH]cnc1C(=O)N[C@@H](Cc1ccccc1)C(=O)OC(C)(C)C)C(=O)OC(C)(C)C
 : i | i
> CN(C)c1ccc(/C=C2\CCC/C(=C\c3ccccc3)C2=O)cc1
 : i | i
> COc1cc(C2/C(=C(\O)c3ccc4c(c3)OCCO4)C(=O)C(=O)N2Cc2ccco2)cc(OC)c1OC (stereo unspecified)
 : i | i

# Given with each value named: entries from further up.
> Brc1cccc(-c2nnc3sc(CNC4CCCC4)cn23)c1
  CHT block: i
  KCNQ2 inh: i

> COc1ccc(-n2c(Cc3cccn3C)nnc2SCC(=O)Nc2ccc(C)cc2)cc1
  CHT block: i
  KCNQ2 inh: i

> COC(=O)C1=C(N)Oc2cc(C)n(CC3CCCO3)c(=O)c2C1c1ccc(Cl)c(Cl)c1 (stereo unspecified)
  CHT block: i
  KCNQ2 inh: i

> COc1ccc(OC)c(C(=O)Cn2c3[n+](c4ccc(C(F)(F)F)cc42)CCCCC3)c1
  CHT block: i
  KCNQ2 inh: i

# (list continues)
SMILES,CHT block,KCNQ2 inh
Cc1cc(Cl)ccc1N(CC(=O)NCc1ccccc1)S(C)(=O)=O,i,i
O=C1CC(N(C(=O)c2ccco2)c2cccc(Cl)c2)C(=O)N1c1cccc(Cl)c1 (stereo unspecified),i,i
O=[N+]([O-])c1ccc(S(=O)(=O)c2ccccc2)nc1,i,-5.9*
CN(C)C(=O)N1CCCC(C(=O)NCc2cccs2)C1 (stereo unspecified),i,i
c1ccc(Oc2cc(-c3ccccc3)nc(-c3ccccc3)n2)cc1,i,i
CCSc1nnc(NC(=O)Cc2ccc(OC)c(S(=O)(=O)N3CCOCC3)c2)s1,i,i
COc1cccc(-n2cnc3sc4c(c3c2=O)CCC4)c1,i,i
Cc1cc(C)c(S(=O)(=O)N2CCC(C(=O)NCc3ccco3)CC2)c(C)c1,i,i
CCN(CC)CCOCCOC(=O)C(CC)(CC)c1ccccc1,i,i
O=C(CNCc1cccs1)Nc1ccc(N2CCCCCC2)cc1,i,i
Cc1ccc(NC(=S)Nc2ccccn2)c(C)c1,i,i
COc1cccc(NC(=O)Cc2csc(NC(=O)Nc3ccccc3OC)n2)c1,i,i
O=C1CC(N2CCN(CCc3ccccn3)CC2)C(=O)N1c1ccc(Cl)cc1 (stereo unspecified),i,i
CCOc1ccc(S(=O)(=O)Nc2cccc(C(=O)NCC(c3ccc(OC)cc3)N3CCOCC3)c2)cc1 (stereo unspecified),i,i
Cc1nc(N)sc1N=Nc1c(C)n(C)n(-c2ccccc2)c1=O,i,i
COc1cc(/C=C/C(=O)OCC(=O)NC(=O)NCc2ccccc2)ccc1OCC#N,i,i
O=c1[nH]c2cc3c(cc2cc1CN(CCO)S(=O)(=O)c1ccccc1)OCCO3,i,i
CCOc1ccc(CCNC(=O)c2ccc(CS(=O)Cc3ccc(Cl)cc3)o2)cc1OCC (stereo unspecified),i,i
CC(=O)OCC(=O)[C@@]1(O)CC[C@H]2[C@@H]3CCC4=CC(=O)C=C[C@]4(C)[C@H]3[C@@H](O)C[C@@]21C,i,i
COC(=O)c1cc(C(=O)OC)cc(-n2c(C)cc(C(=O)CC#N)c2C)c1,i,i
CCCN1CCN(CCCNC(=O)c2ccc3c(Cl)c4c(nc3c2)CCCC4)CC1,i,i
O=c1cc(CN2CCN(c3cccc(Cl)c3)CC2)c2cc(O)c(-c3ccccc3)cc2o1,i,i
COc1ccc(C2C(C#N)=C(N)N(c3ccccc3)C3=C2C(=O)CCC3)cc1Cn1cc([N+](=O)[O-])cn1 (stereo unspecified),i,i
CCC(C)c1ccc(NC(=S)NCc2cccnc2)cc1 (stereo unspecified),i,i
Cc1cc(Cl)ccc1OCCCC(=O)N1CCOCC1,i,i
C#CCOCCOCCOCCNc1nc(N2CCN(C(=O)[C@H](Cc3cc4ccccc4[nH]3)n3cc([C@@H](N)C(C)CC)nn3)CC2)nc(N2CCN(C(=O)[C@H](CCCCN)n3cc([C@@H](N)CC(C)C)nn3)CC2)n1 (stereo partly specified),i,i
COc1ccc(NC(=O)N2CCc3cc(OC)c(OC)cc3C2)cc1,i,i
COc1ccc(OC)c(NC(=O)NCCN2CCN(c3ccccc3)CC2)c1,i,i
CCN(CC(=O)Nc1ccc(NC(C)=O)cc1)C(=O)c1ccc2ccccc2c1,i,i
CCOC(=O)CCCNC(=O)CN1CCC(c2nc3ccccc3s2)CC1,i,i
C=CCc1cccc(CNc2cnc3ccccc3c2)c1O,i,i
COc1cc(O)oc1C=Nc1ccc(Cl)cc1,i,i
Cc1ccc(SCC(=O)c2c(C)nc3cc(C)ccn23)cc1,i,i
Cc1ccc(-n2sc3ccccc3c2=O)cc1,i,i
CC(=O)Nc1ccc(OCC(O)Cn2cnc3ccccc32)cc1 (stereo unspecified),i,i
COc1cc(/C=N/NC(=O)c2nc3ccccn3c2C)cc(OC)c1O,i,i
Cc1onc(-c2ccccc2)c1C(=O)N1CCN(Cc2ccc3c(c2)OCO3)CC1,i,i
Cn1cc(SCC(=O)Nc2nccs2)c2ccccc21,i,i
CCOc1ccc(N/C(N)=N/c2nc(CSc3nnnn3-c3ccccc3)cc(=O)[nH]2)cc1,i,i
O=C1CC(c2ccccc2)=Nc2ccccc2N1Cc1ccccc1,i,-6.2*
Cc1cc(NC(=O)CN2C(=O)NC(C)(c3ccccc3)C2=O)no1 (stereo unspecified),i,i
CCOc1ccc(C(C(=O)Nc2ccc(F)cc2)N(C(=O)Cn2nnc3ccccc32)C2CC2)cc1 (stereo unspecified),i,i
CC1CCN(C(=O)CSc2nnc(Cc3cc(=O)[nH]c(=O)[nH]3)n2-c2ccc(Cl)cc2)CC1,i,i
Cc1ccc(C(=O)OCC(=O)N(CC(C)C)c2c(N)n(Cc3ccccc3)c(=O)[nH]c2=O)cc1[N+](=O)[O-],i,i
O=C(Nc1nc(-c2ccccc2)c(C(=O)c2ccccc2)s1)c1ccc(S(=O)(=O)N2CCCC2)cc1,i,i
Cc1cc(N2CCOCC2)nc2ccc(NC(=O)CCC(=O)N3CCCC(C)C3)cc12 (stereo unspecified),i,i
O=C(Cc1ccccc1)NN1C(=O)c2ccccc2C1=O,i,i
CCN(CC)S(=O)(=O)c1ccc(N2CCOCC2)c(NC(=O)c2cccc(C#N)c2)c1,i,i
CN(C)c1cc[n+](CC(=O)Nc2ccc(Cl)cc2)cc1,i,i
CCCc1cc2nnc(SCC(=O)N(C)C3CCCCC3)n2c(N)n1,i,i
Cc1[nH]c2ccccc2c1C(c1ccncc1)N1CCC(C)CC1 (stereo unspecified),i,i
O=C(c1cccs1)N1CCN(Cc2ccncc2)CC1,i,i
CCOC(=O)Nc1cccc(OCC(=O)Nc2ccccc2OCC)c1,i,i
Cc1sc(NC(=O)CN2CCOCC2)nc1-c1ccc2c(c1)CCN2S(=O)(=O)c1ccccc1,i,i
COc1ccc(O)c(/C=N/c2sc(C)c(C)c2C#N)c1,i,i
CC(C)(C)c1ccc(OC(=O)Nc2ccc(O)c(C(=O)O)c2)cc1,i,i
CC(C)CCNC(=O)C1CCCN(S(=O)(=O)c2ccc3c(c2)CC(C)N3C(=O)C2CC2)C1 (stereo unspecified),i,i
Cc1ccccc1/C(N)=N/OC(=O)c1cccs1,i,i
O=C(CSC1CC(=O)N(CC(c2ccccc2)c2ccccc2)C1=O)Nc1ccc(Cl)cc1 (stereo unspecified),i,i
CCOc1ccc(OCC)c(NS(=O)(=O)c2ccc3c(c2)CCN3C(=O)C2CCC2)c1,i,i

# New compounds follow.
SMILES,CHT block,KCNQ2 inh
O=C(CN(C(=O)CNS(=O)(=O)c1ccccc1)c1ccc2c(c1)OCCO2)NC1CCCCC1,i,i
O=C(Nc1ccc2c(c1)OCCO2)c1cccnc1Oc1ccccc1,i,i
O=C(N/N=C/c1ccc([N+](=O)[O-])cc1)c1[nH]ncc1Br,i,i
C=CCn1c(SCC(=O)N2CCCC2)nc2c([nH]c3ccccc32)c1=O,i,i
O=C(COC(=O)C1CC(=O)N(Cc2ccco2)C1)c1ccc(OC(=O)c2ccco2)cc1 (stereo unspecified),i,i
O=C(COC(=O)c1ccc2c(c1)C(=O)N(c1cccc3ncccc13)C2=O)c1ccc(Cl)cc1,i,i
COc1ccc(-n2ccnc(SCC(=O)NCc3ccc(C)cc3)c2=O)cc1Cl,i,i
Cn1c(=O)c2c(nc(Br)n2Cc2nnc(N)s2)n(C)c1=O,i,i
O=C(C1CCC1)N1CCc2cc(S(=O)(=O)Nc3ccc4c(c3)OCO4)ccc21,i,i
Cc1ccc(CNC(=O)CCS(=O)(=O)c2ccc(C)cc2)cc1,i,i
Cc1n[nH]c(C)c1S(=O)(=O)N(CC(=O)Nc1ccc2c(c1)OCCO2)c1ccc(C(C)C)cc1,i,i
Cc1cc(C)nc(N/C(=N\S(=O)(=O)Cc2ccccc2)Nc2cccc(Cl)c2C)n1,i,i
O=C(NCc1ccco1)C1CCCN(S(=O)(=O)c2cccc3nsnc23)C1 (stereo unspecified),i,i
CCOC(=O)C(=O)/C(=C\N(C)C)c1onc(-c2ccccc2Cl)c1C(=O)OC,i,i
C#CCOCCOCCOCCNc1nc(N2CCN(C(=O)Cn3cc(CCCCN)nn3)CC2)nc(N2CCN(C(=O)[C@H](CCCCN)n3cc(CCCC)nn3)CC2)n1,i,.
CCCCn1c(SCn2nnc3ccccc3c2=O)nc2cc(S(N)(=O)=O)ccc21,-6.2*,i
Cc1cc(N2CCN(C(=O)Nc3ccc(F)cc3F)CC2)c2ccccc2n1,i,i
Cc1ccc(NC(=O)CCc2c[nH]c3ccccc23)nc1,i,i
COc1cccc(NC(=O)[C@@H](NC(=O)N2CCn3c2nc2ccccc23)C(C)C)c1,i,i
O=S(=O)(NC1=NCCCCC1)c1ccc2sc(NS(=O)(=O)c3ccc4ccccc4c3)nc2c1,i,i
Cn1nc(C(C)(C)C)c([N+](=O)[O-])c1C(=O)NCCO,i,i
CCN(CC(=O)Nc1c(F)cccc1F)C(=O)CCCOc1ccc(OC)cc1,i,i
O=C(COC(=O)c1cc([N+](=O)[O-])ccc1N1CCOCC1)NC1CCCCC1,i,i
COC(=O)[C@H](CC(C)C)NC(=O)NC1CCCCC1C (stereo partly specified),i,i
COc1cccc(NC(=O)N2CCOCC2)c1,i,i
O=C(COC(=O)c1ccncc1)Nc1cc(Cl)ccc1Cl,i,i
COc1ccc(-c2noc(N3CCCC(C(=O)Nc4cc(F)ccc4F)C3)n2)cc1 (stereo unspecified),i,i

# Assay outcomes as filed in PubChem BioAssay.
